Screening results (PubChem)
M1 PAM = potentiates human M1 receptor response to acetylcholine; CHO-K1 hM1, Fluo-8 calcium fluorescence, ACh EC20; 0% = ACh EC20, 100% = maximal ACh; 360,000 tested, 0.088% active; activation, % at 3 µM; AID 588819; P11229; in the data active means activation above about 19%, passing the limit was not always enough
Target sequence (P11229 whole entry, looked up): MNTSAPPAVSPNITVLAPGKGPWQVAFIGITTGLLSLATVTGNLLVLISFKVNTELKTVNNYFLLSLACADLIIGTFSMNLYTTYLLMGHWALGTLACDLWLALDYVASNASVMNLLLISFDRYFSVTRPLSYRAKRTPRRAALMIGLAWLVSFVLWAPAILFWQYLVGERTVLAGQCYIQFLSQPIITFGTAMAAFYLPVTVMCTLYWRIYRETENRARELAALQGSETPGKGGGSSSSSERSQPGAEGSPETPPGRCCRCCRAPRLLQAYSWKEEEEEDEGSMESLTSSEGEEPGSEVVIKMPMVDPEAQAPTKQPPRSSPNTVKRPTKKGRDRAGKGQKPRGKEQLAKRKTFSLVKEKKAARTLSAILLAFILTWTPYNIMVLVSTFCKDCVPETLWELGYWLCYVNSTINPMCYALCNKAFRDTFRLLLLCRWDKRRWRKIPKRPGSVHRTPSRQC
M1 ag parental = nonselective activator or artifact in parental CHO-K1 cells. Fluo-8 calcium fluorescence; scaled to maximal ATP response, vehicle zero. activation, % at 3 µM. 360,000 tested, 0.48% active; in the data active means activation above about 15%;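 further: untransfected CHO-K1 host cells lacking M1 receptor as counterscreen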
CHRM1 antagonist = blocks human M1 muscarinic receptor. P11229. CHO-K1 hM1, Fluo-8 calcium fluorescence, ACh EC80 antagonist. inhibition, % at 3 µM. 360,000 tested, 1.3% active;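 active means percent inhibition above its own plate's cutoff, namely the mean of that plate's compound wells plus 3 SD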;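 further: peak over basal fluorescence ratio during 140 s after agonist addition; 0% = ACh EC80 plus DMSO and 100% = DMSO alone without agonist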
CHO-K1 Ca PAM = counter-screen for M1 PAMs: effect in parental CHO-K1 cells. 360,000 tested, 0.02% active. ATP EC20, Fluo-8 calcium fluorescence; 0% at ATP EC20, 100% at ATP max. activation, % at 3 µM. AID 602247;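 active means activation above the run cutoff, the mean activation of all test compounds plus 3 SD, cut at about 40% in these data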;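 further: peak over basal fluorescence ratio in a 140 s read after ATP addition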
CHO parental Ca = counter-screen: ATP calcium response change in parental CHO cells | parental CHO-K1, ATP-induced calcium, Fluo-8 fluorescence | inhibition, % at 5.6 µM | 330,000 tested, 0.63% active | AID 463079;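 active means inhibition above that plate's mean sample inhibition plus 3 SD, cut at about 26% in these data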;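 further: 0% = ATP-challenged DMSO wells and 100% = DMSO wells without ATP; some compounds past the cut are filed as inactive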
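Assay system: untransfected parental CHO cell line. Also added: ATP agonist challenge. Dosing: one dose, 5.6 µM nominal. Measured by: Fluo-8 fluorescence. Read-out: % inhibition. Benchmarks: ATP wells versus no-ATP DMSO wells. Repeats: no replicates.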
M1 ag = agonists of human M1 muscarinic receptor | activation, % at 3 µM | CHO-K1 hM1, Fluo-8 calcium fluorescence, agonist mode; 0% DMSO, 100% acetylcholine EC100 | 360,000 tested, 0.33% active | P11229 | AID 588814;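 active means activation above the run's mean compound activation plus 3 SD, cut at about 16% in these data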;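 further: peak over basal fluorescence ratio within a 140 s kinetic read after compound addition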
CHO-K1 Ca antag = nonselective inhibitor or artifact in parental CHO-K1 cells. 360,000 tested, 0.6% active. inhibition, % at 3 µM. AID 602250. ATP-induced calcium, Fluo-8 fluorescence;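 active means inhibition above a per-plate cutoff, the plate's mean sample inhibition plus 3 SD, cut at about 24% in these data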;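 further: 0% = DMSO plus EC80 ATP and 100% = DMSO alone without ATP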
TAAR1 antagonist = human TAAR1 antagonism. 360,000 tested, 1.5% active. Q96RJ0. inhibition, % at 3 µM. CHO RD-HGA16 TAAR1, Fluo-8 calcium fluorescence, antagonist. AID 624466;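 active means inhibition above a per-plate cutoff, the mean inhibition of test compounds on that plate plus 3 SD, cut at about 49% in these data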;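 further: 0% = DMSO plus EC80 beta-PEA response and 100% = DMSO alone without agonist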
Target sequence (Q96RJ0 whole entry, looked up): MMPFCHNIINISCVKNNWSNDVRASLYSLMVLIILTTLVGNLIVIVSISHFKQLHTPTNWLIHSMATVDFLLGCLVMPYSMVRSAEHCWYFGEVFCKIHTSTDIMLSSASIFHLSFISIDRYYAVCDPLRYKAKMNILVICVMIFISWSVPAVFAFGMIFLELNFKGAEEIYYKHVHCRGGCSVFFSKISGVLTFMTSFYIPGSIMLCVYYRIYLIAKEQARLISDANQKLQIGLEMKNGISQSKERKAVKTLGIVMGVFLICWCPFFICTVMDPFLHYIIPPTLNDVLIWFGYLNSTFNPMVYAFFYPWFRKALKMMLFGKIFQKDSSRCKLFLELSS
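System: CHO RD-HGA16 cells bearing hTAAR1. Reagent: EC80 β-phenethylamine stimulus. Schedule: seeding 17-24 h prior, 75-min 37 °C, 30-min RT dye loading. Signal: Fluo-8 intracellular calcium dye fluorescence, real-time kinetic reads. Read-out: % inhibition from peak post-agonist over basal fluorescence ratio. Benchmarks: vehicle wells and EC80 agonist wells. Replicates: n of 1.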
TAAR1 agonist = human TAAR1 agonism | activation, % at 3 µM | CHO RD-HGA16 TAAR1, Fluo-8 calcium fluorescence; vehicle wells 0%, saturating PEA agonist 100% | Q96RJ0 | 360,000 tested, 0.99% active;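 active means activation above the mean activation of all test compounds in the run plus 3 SD, cut at about 38% in these data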
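test system = CHO RD-HGA16 cells carrying human TAAR1 plus Gα16 | schedule = 17-24 h seeding, 75 min 37 °C dye, 30 min RT | compound dosing = 3 µM single concentration | control set = DMSO and PEA EC100 | replicates = n 1 | signal = Fluo-8 fluorescence, 5 s baseline then 140 s kinetic read | measure = percent activation vs PEA EC100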
* marks the source's active call; other numbers are inactive results.

Results for CCc1nc2sccc2c(=O)n1N ?
M1 PAM: 14; M1 ag parental: 0.1; CHRM1 antagonist: -3; CHO-K1 Ca PAM: 13; CHO parental Ca: -4; M1 ag: -2; CHO-K1 Ca antag: 11; TAAR1 antagonist: -1; TAAR1 agonist: 10

How did O=C(O)c1ccc(NC(=O)c2cn(-c3ccccc3)nc2-c2cccc(Cl)c2)cc1 do in these assays?
M1 PAM: 0; M1 ag parental: 0.6; CHRM1 antagonist: -1; CHO-K1 Ca PAM: -12; CHO parental Ca: 11; M1 ag: -9; CHO-K1 Ca antag: 7; TAAR1 antagonist: 52*; TAAR1 agonist: 6

Results for CCOc1cc(S(=O)(=O)NC2CCCCC2)ccc1F ?
M1 PAM: 0; M1 ag parental: 24*; CHRM1 antagonist: 4; CHO-K1 Ca PAM: 10; CHO parental Ca: -5; M1 ag: -5; CHO-K1 Ca antag: 7; TAAR1 antagonist: 9; TAAR1 agonist: 5

What do the screens show for `CS(=O)(=O)c1ccc2nc(NC(=O)c3ccc(NS(=O)(=O)c4ccc(F)c(F)c4)cc3)sc2c1`?
M1 PAM: -2; M1 ag parental: 0.5; CHRM1 antagonist: 7; CHO-K1 Ca PAM: 18; CHO parental Ca: 6; M1 ag: -2; CHO-K1 Ca antag: -7; TAAR1 antagonist: 6; TAAR1 agonist: 2

Results for CCSc1nnc2c(n1)OC(C)(C)Nc1ccccc1-2 ?
M1 PAM: 4; M1 ag parental: -0.1; CHRM1 antagonist: -27; CHO-K1 Ca PAM: 4; CHO parental Ca: 5; M1 ag: -3; CHO-K1 Ca antag: -20; TAAR1 antagonist: -2; TAAR1 agonist: 11

What do the screens show for `COc1cccc(-c2nnc(Nc3nc4c(F)cccc4s3)o2)c1`?
M1 PAM: -1; M1 ag parental: 0.1; CHRM1 antagonist: -5; CHO-K1 Ca PAM: 8; CHO parental Ca: -10; M1 ag: -5; CHO-K1 Ca antag: -29; TAAR1 antagonist: 7; TAAR1 agonist: -2

What do the screens show for `Cc1cccc(N2CCN(C(=O)c3cccc(N4C(=O)C5C6C=CC(C6)C5C4=O)c3)CC2C)c1` (stereo not drawn)?
M1 PAM: -11; M1 ag parental: 12; CHRM1 antagonist: 14; CHO-K1 Ca PAM: 1; CHO parental Ca: -14; M1 ag: 4; CHO-K1 Ca antag: -9; TAAR1 antagonist: 44; TAAR1 agonist: 11

What do the screens show for `CC(C)(C)N/N=C/c1cc(Cl)cc([N+](=O)[O-])c1O`?
M1 PAM: -6; M1 ag parental: 5.5; CHRM1 antagonist: 9; CHO-K1 Ca PAM: -4; CHO parental Ca: -8; M1 ag: -4; CHO-K1 Ca antag: 17; TAAR1 antagonist: 22; TAAR1 agonist: -1

Results for COc1ccccc1N1CCN(C2CCCN(C(=O)c3cccc(-c4ccco4)c3)C2)CC1 (stereo not drawn) ?
M1 PAM: 3; M1 ag parental: 4.6; CHRM1 antagonist: -8; CHO-K1 Ca PAM: 24; CHO parental Ca: -21; M1 ag: -5; CHO-K1 Ca antag: -12; TAAR1 antagonist: -4; TAAR1 agonist: -1

Results for Cc1csc(N/N=C/c2ccc(O)c([N+](=O)[O-])c2)n1 ?
M1 PAM: 10; M1 ag parental: 0.4; CHRM1 antagonist: -7; CHO-K1 Ca PAM: 12; CHO parental Ca: -1; M1 ag: -6; CHO-K1 Ca antag: -3; TAAR1 antagonist: 4; TAAR1 agonist: 5

What do the screens show for `Nc1nc(SCc2ccccn2)c2ncn(C3CCCC3)c2n1`?
M1 PAM: 1; M1 ag parental: -0.1; CHRM1 antagonist: 1; CHO-K1 Ca PAM: 5; M1 ag: -5; CHO-K1 Ca antag: 6; TAAR1 antagonist: 4; TAAR1 agonist: 1

Results for Fc1cccc(CCN2C(=S)NC[C@@H]2Cc2ccccc2)c1 ?
M1 PAM: -7; M1 ag parental: 2.5; CHRM1 antagonist: 13; CHO-K1 Ca PAM: 12; CHO parental Ca: -14; M1 ag: -8; CHO-K1 Ca antag: -8; TAAR1 antagonist: 20; TAAR1 agonist: 4

How did O=S(=O)(Nc1ccc(Cl)cn1)c1cnc(Cl)c(Br)c1 do in these assays?
M1 PAM: -1; M1 ag parental: 0.4; CHRM1 antagonist: 4; CHO-K1 Ca PAM: 10; CHO parental Ca: -14; M1 ag: 0; CHO-K1 Ca antag: -7; TAAR1 antagonist: -10; TAAR1 agonist: 0

Results for Cc1cc2nccnc2cc1C ?
M1 PAM: -6; M1 ag parental: 0.2; CHRM1 antagonist: 2; CHO-K1 Ca PAM: 8; M1 ag: 0; CHO-K1 Ca antag: 0; TAAR1 antagonist: -1; TAAR1 agonist: 0

How did O=C(Nc1ccc(Cl)cc1)C1(S(=O)(=O)c2ccccc2)CC1 do in these assays?
M1 PAM: 11; M1 ag parental: -0.9; CHRM1 antagonist: -25; CHO-K1 Ca PAM: -25; CHO parental Ca: -8; M1 ag: -6; CHO-K1 Ca antag: 4; TAAR1 antagonist: -12; TAAR1 agonist: 1

What do the screens show for `O=C(C[C@H]1C[C@@H]2c3cc(NS(=O)(=O)c4ccccc4)ccc3O[C@@H]2[C@H](CO)O1)N1CCOCC1`?
M1 PAM: 6; M1 ag parental: 0.8; CHRM1 antagonist: -16; CHO-K1 Ca PAM: 17; M1 ag: -5; CHO-K1 Ca antag: -21; TAAR1 antagonist: -11; TAAR1 agonist: 0

Results for O=C(Nc1cccc(C(=O)Nc2ccc(Br)cc2)c1)c1ccccc1 ?
M1 PAM: -17; M1 ag parental: 11; CHRM1 antagonist: 22; CHO-K1 Ca PAM: 3; CHO parental Ca: 9; M1 ag: 1; CHO-K1 Ca antag: 15; TAAR1 antagonist: 76*; TAAR1 agonist: 14

How did CC1CCCN(c2ccc(C(=O)Nc3cccnc3)cc2[N+](=O)[O-])C1 (stereo not drawn) do in these assays?
M1 PAM: 7; M1 ag parental: 3.5; CHRM1 antagonist: -4; CHO-K1 Ca PAM: 15; CHO parental Ca: -19; M1 ag: -4; CHO-K1 Ca antag: -19; TAAR1 antagonist: 32; TAAR1 agonist: 11

How did Cc1ccc(Cl)cc1NC(=O)CN1CCN(S(=O)(=O)N2CCC(C)CC2)CC1 do in these assays?
M1 PAM: 8; M1 ag parental: 0.9; CHRM1 antagonist: -3; CHO-K1 Ca PAM: 7; CHO parental Ca: -14; M1 ag: -4; CHO-K1 Ca antag: -11; TAAR1 antagonist: -7; TAAR1 agonist: -3

How did COc1ccc(NCc2nc3ccccc3n2CCOc2ccc(C)cc2)cc1 do in these assays?
M1 PAM: -4; M1 ag parental: 7.9; CHRM1 antagonist: 9; CHO-K1 Ca PAM: -5; CHO parental Ca: -2; M1 ag: -4; CHO-K1 Ca antag: 2; TAAR1 antagonist: 33; TAAR1 agonist: -1

Results for CCN1CCN(c2ccc(S(=O)(=O)N3CCCCC3)cc2NC(=O)CCNC(C)=O)CC1 ?
M1 PAM: 7; M1 ag parental: 0.9; CHRM1 antagonist: -12; CHO-K1 Ca PAM: -6; M1 ag: -4; CHO-K1 Ca antag: 3; TAAR1 antagonist: -36; TAAR1 agonist: 1

How did CC1CCC2C(=O)N(c3cccc(C(=O)Nc4ccc(F)cc4)c3)C(=O)C2C1 (stereo not drawn) do in these assays?
M1 PAM: 0; M1 ag parental: 6.1; CHRM1 antagonist: 17; CHO-K1 Ca PAM: -16; CHO parental Ca: -30; M1 ag: -1; CHO-K1 Ca antag: -9; TAAR1 antagonist: 31; TAAR1 agonist: 7

How did COc1ccc(CSc2ncnc3sccc23)cc1F do in these assays?
M1 PAM: 0; M1 ag parental: 0.4; CHRM1 antagonist: -3; CHO-K1 Ca PAM: 22; CHO parental Ca: -11; M1 ag: -7; CHO-K1 Ca antag: -6; TAAR1 antagonist: -6; TAAR1 agonist: -1

How did CC(NC(=O)c1cccc(S(=O)(=O)N(C)c2ccccc2)c1)c1cccnc1 (stereo not drawn) do in these assays?
M1 PAM: 3; M1 ag parental: 3.3; CHRM1 antagonist: -9; CHO-K1 Ca PAM: 3; CHO parental Ca: -8; M1 ag: -5; CHO-K1 Ca antag: -6; TAAR1 antagonist: -7; TAAR1 agonist: 6

What do the screens show for `CC(C)C(NS(=O)(=O)c1cc(C(=O)O)ccc1Cl)C(=O)O` (stereo not drawn)?
M1 PAM: 4; M1 ag parental: 1.9; CHRM1 antagonist: -6; CHO-K1 Ca PAM: 9; CHO parental Ca: -17; M1 ag: -4; CHO-K1 Ca antag: -10; TAAR1 antagonist: -21; TAAR1 agonist: 4

Results for Cc1ccc(S(=O)(=O)c2c(N)n(/N=C/c3ccco3)c3nc4ccccc4nc23)cc1 ?
M1 PAM: -4; M1 ag parental: 0.7; CHRM1 antagonist: 2; CHO-K1 Ca PAM: 17; CHO parental Ca: -8; M1 ag: -2; CHO-K1 Ca antag: -9; TAAR1 antagonist: 3; TAAR1 agonist: -1

How did COC(=O)N1N=C(c2ccc(Br)cc2)CC1(O)C(F)(F)F (stereo not drawn) do in these assays?
M1 PAM: -10; M1 ag parental: 0.1; CHRM1 antagonist: 10; CHO-K1 Ca PAM: -10; CHO parental Ca: -16; M1 ag: -7; CHO-K1 Ca antag: 14; TAAR1 antagonist: 11; TAAR1 agonist: -2

Results for COc1ccc(C(=O)NCC(c2cccnc2)N2CCN(c3ccccc3OC)CC2)cc1OC (stereo not drawn) ?
M1 PAM: 2; M1 ag parental: -0.1; CHRM1 antagonist: 0; CHO-K1 Ca PAM: 12; CHO parental Ca: -16; M1 ag: -2; CHO-K1 Ca antag: -5; TAAR1 antagonist: 5; TAAR1 agonist: 1

What do the screens show for `O=C(CC12CC3CC(CC(C3)C1)C2)NCCN1CCOCC1`?
M1 PAM: 3; M1 ag parental: 0.3; CHRM1 antagonist: 0; CHO-K1 Ca PAM: 6; CHO parental Ca: 0; M1 ag: -7; CHO-K1 Ca antag: -20; TAAR1 antagonist: -16; TAAR1 agonist: 6

What do the screens show for `CCOC(=O)C1=C(N)N2C(=O)C(C)SC2=C(C(=O)OC)C1c1cccc(OC)c1` (stereo not drawn)?
M1 PAM: -1; M1 ag parental: -0.3; CHRM1 antagonist: -5; CHO-K1 Ca PAM: -1; CHO parental Ca: -1; M1 ag: -5; CHO-K1 Ca antag: -2; TAAR1 antagonist: 25; TAAR1 agonist: -1

Results for CCn1cc(C(=O)O)c(=O)c2cc(F)c(N3CCN(C(=S)NC(=O)c4ccccc4Br)CC3)cc21 ?
M1 PAM: -1; M1 ag parental: 0.8; CHRM1 antagonist: -5; CHO-K1 Ca PAM: 5; CHO parental Ca: -16; M1 ag: -1; CHO-K1 Ca antag: -14; TAAR1 antagonist: 16; TAAR1 agonist: 0
